Screening results (PubChem)
Yeast superoxide: yeast age-related superoxide inhibition as caloric restriction mimetic. S. cerevisiae aged cells, superoxide DHE fluorescence; stronger effect = lower value. superoxide response (% of plate mean), % at 10 µM. 330,000 tested, 0.18% active. AID 2690;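 active = superoxide response under a set limit, about three screen SD below normal, cut at about 65% in these data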;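 note: yeast aged for seven days with compound at 30 °C before DHE staining; 100% = average MFI of all compound-treated wells on the plate with controls excluded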
MCL1-BIM inh: MCL1-BIM-BH3 interaction inhibition (human); 320,000 tested, 0.68% active; GST-MCL1 / FITC-Bim-BH3 fluorescence polarization; inhibition, % at 10.9 µM;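 active = inhibition above the mean inhibition of all tested compounds plus 3 SD, set per campaign, cut at about 40% in these data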;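 note: 0% = DMSO wells and 100% = unlabeled Bim-BH3 peptide control; higher means more loss of mP so more displacement of Bim peptide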
Target sequence (Q07820 whole entry, looked up): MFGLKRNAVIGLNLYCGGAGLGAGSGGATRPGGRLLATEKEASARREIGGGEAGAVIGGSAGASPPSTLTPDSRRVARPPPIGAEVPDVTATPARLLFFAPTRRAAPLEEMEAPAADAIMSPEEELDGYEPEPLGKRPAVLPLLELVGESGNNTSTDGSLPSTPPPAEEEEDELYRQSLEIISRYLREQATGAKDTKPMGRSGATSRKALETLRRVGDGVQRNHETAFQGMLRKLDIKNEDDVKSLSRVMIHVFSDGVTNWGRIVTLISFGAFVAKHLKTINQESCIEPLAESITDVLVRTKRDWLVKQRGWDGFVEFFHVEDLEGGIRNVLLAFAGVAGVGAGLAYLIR
MEX-5 binding: C. elegans MEX-5 TCR-2 RNA binding activity; MEX-5/FITC-TCR2 RNA binding, fluorescence polarization; stronger effect = lower value; activity score (negative = inhibition of binding), % at 10 µM; 300,000 tested, 0.38% active; AID 1832;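 active = inhibition past about -25% in most replicates, and total fluorescence under double the plate's negative control median, limit read from the data; inconclusive = replicates evenly split on the limit, or fluorescence at least double controls; inactive = too little inhibition in most replicates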;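 note: 0% = DMSO and -100% = 5 µM competing unlabeled TCR2 RNA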
VLA-4 inh: inhibition in a human VLA-4 binding assay; inhibition, % (about 7 µM as worked out from the volumes in the protocol); P13612; AID 2557; VLA-4 expressing cells, ligand binding flow cytometry; 330,000 tested, 0.2% active; in the data active = inhibition above about 50%
GRK2 inh: inhibitors of human GRK2 displacing RNA aptamer. P25098. inhibition of aptamer binding, % at 10 µM. bead flow cytometry, FAM-aptamer displacement from GRK2. 330,000 tested, 0.59% active. AID 488847;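 active = inhibition of aptamer binding above 40%, roughly 3 SD of noise, on plates passing a quality check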;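 note: median bead fluorescence of bound FAM aptamer so fluorescent compounds give negative values; no value below 0 was filed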
CIT2-GFP yeast: yeast TOR pathway CIT2-GFP modulation | S. cerevisiae CIT2-GFP strain, flow cytometry, 3 h; 100 means same as DMSO wells | 320,000 tested, 0.065% active | GFP response vs DMSO, % at 10 µM;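 active = GFP response relative to DMSO above a set limit, near the screen mean plus 3 SD, cut at about 150% in these data; inconclusive = Fewer than 70 cells measured for a yeast strain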;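 note: ratio of well median GFP fluorescence to mean of DMSO wells on the plate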
Bcl-xL primary: blocks human Bcl-xL binding to Bim BH3 peptide | Q07817 | 320,000 tested, 0.7% active | AID 2129 | inhibition, % at 10.9 µM | GST-Bcl-xL / FITC-Bim BH3 peptide fluorescence polarization;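 active = inhibition above the mean of all tested compounds plus 3 SD, cutoff set per campaign, cut at about 30% in these data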;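 note: 0% = DMSO wells and 100% = unlabeled Bim-BH3 peptide competitor; inhibitors lower millipolarization by displacing the labeled peptide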
Target sequence (Q07817 whole entry, looked up): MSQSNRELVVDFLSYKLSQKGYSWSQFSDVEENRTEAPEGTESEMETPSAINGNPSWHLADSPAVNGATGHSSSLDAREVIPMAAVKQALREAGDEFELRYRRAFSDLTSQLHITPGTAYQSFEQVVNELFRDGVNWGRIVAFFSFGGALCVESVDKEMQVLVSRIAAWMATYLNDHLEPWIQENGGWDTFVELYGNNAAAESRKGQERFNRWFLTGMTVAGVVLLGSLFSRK
AGP1-GFP MLPCN: yeast TOR pathway AGP1-GFP modulation; 320,000 tested, 0.02% active; GFP response vs DMSO, % at 10 µM; AID 2066; S. cerevisiae AGP1-GFP multiplex flow cytometry, 3 h; GFP as percent of DMSO wells;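 active = GFP response relative to DMSO above a set limit, near screen average plus 3 SD, cut at about 150% in these data; inconclusive = fewer than 70 cells counted for the yeast strain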;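 note: median GFP channel fluorescence of the gated AGP1 strain per well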
GLD-1 TGE inh: GLD-1-TGE RNA interaction inhibition (C. elegans); Q17339; inhibition, % at 5.96 µM; 320,000 tested, 0.44% active; AID 2280; purified GLD-1 + fluorescein TGE RNA, fluorescence polarization;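 active = percent inhibition above a per-plate cutoff, the plate mean of test compounds plus 3 SD, cut at about 30% in these data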;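 note: 0% = DMSO wells with GLD-1 and probe and 100% = wells lacking GLD-1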
Target sequence (Q17339 whole entry, looked up): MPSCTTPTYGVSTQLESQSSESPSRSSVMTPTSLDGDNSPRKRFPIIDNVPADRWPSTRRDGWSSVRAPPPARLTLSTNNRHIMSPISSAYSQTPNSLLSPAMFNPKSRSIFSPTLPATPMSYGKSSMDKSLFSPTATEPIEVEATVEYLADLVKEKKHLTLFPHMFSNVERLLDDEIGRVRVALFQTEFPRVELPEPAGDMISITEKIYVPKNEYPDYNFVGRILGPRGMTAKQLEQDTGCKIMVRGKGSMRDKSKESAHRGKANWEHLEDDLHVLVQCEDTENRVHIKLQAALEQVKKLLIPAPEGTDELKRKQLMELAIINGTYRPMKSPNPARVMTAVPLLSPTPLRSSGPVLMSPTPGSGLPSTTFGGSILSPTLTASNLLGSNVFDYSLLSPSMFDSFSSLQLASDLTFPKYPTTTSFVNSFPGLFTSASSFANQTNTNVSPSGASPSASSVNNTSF
An asterisk follows results filed as active; ? = inconclusive; nt = no result given. Compounds as they come; overall some 2.1% were active at least once.

SMILES	Yeast superoxide	MCL1-BIM inh	MEX-5 binding	VLA-4 inh	GRK2 inh	CIT2-GFP yeast	Bcl-xL primary	AGP1-GFP MLPCN	GLD-1 TGE inh
CCOC(=O)Nc1ccc2c(c1)N(C(=O)CCN1CCN(CCO)CC1)c1ccccc1CC2	92	-1	2.6	5	0	99	3	105	3
CCCCNC(=O)CS(=O)Cc1nc(-c2cccc(Cl)c2)oc1C (stereo not given)	109	-1	-0.6	-1	2	97	-1	94	2
O=C(NCc1cccs1)c1nc2c(nnn2Cc2ccc(F)cc2)c(=O)[nH]1	99	-5	-4.3	-2	0	107	-6	104	6
CC(=O)N/C(=C\c1ccccc1)C(=O)OCC(=O)NC1CCS(=O)(=O)C1 (stereo not given)	74	-9	nt	0	4	91	-3	88	-3
NC(=O)C1(N2CCCCC2)CCN(C(=O)c2ccc(-n3cnnn3)cc2)CC1	92	7	-1.5	-8	2	100	2	90	4
CC(C)(C)CC(C)(C)NC(=O)CSCC(=O)Nc1ccc2ccccc2c1	95	7	-5.0	12	2	105	6	105	1
Cc1ccc(OCCSc2nnc(-c3cccs3)n2C)cc1	103	5	0.5	-11	0	84	7	91	-2
O=C1CC(c2ccccc2F)c2c(c3ccccc3[nH]c2=O)O1 (stereo not given)	105	3	nt	3	4	100	5	102	8
O=C(Cn1c(=O)c(=O)n(Cc2ccccc2)c2ccc(Cl)cc21)Nc1cc(F)ccc1F	94	0	-3.2	-4	1	97	2	99	-5
Cc1ccc(C(C)NC(=O)C23CC4CC(CC(C4)C2)C3)cc1 (stereo not given)	124	3	2.1	4	0	90	-3	96	-5
COc1cccc(N2CC(NC(=O)C(=O)c3c(C)[nH]c4ccccc34)CC2=O)c1 (stereo not given)	115	-3	-2.2	4	0	79	2	93	6
Cc1cc(=O)oc2cc(OCC(=O)OCC(=O)N3CCc4ccccc43)ccc12	106	-16	0.0	19	5	84	-7	90	4
Cc1ccc(CNC(=O)c2nnc(Cc3ccc(Cl)cc3)o2)cc1	105	7	-0.1	-3	4	92	-4	97	-4
COc1ccc(CCn2c(Br)nc3c2c(=O)[nH]c(=O)n3C)cc1	119	6	-1.4	3	0	91	6	93	6
COc1ccccc1-n1nnnc1SCC(=O)Nc1ccccc1	101	8	0.6	-1	0	108	3	99	0

Random excerpt: 3 entries already listed, in no set order.
SMILES	Yeast superoxide	MCL1-BIM inh	MEX-5 binding	VLA-4 inh	GRK2 inh	CIT2-GFP yeast	Bcl-xL primary	AGP1-GFP MLPCN	GLD-1 TGE inh
COc1ccc(CCn2c(Br)nc3c2c(=O)[nH]c(=O)n3C)cc1	119	6	-1.4	3	0	91	6	93	6
CC(C)(C)CC(C)(C)NC(=O)CSCC(=O)Nc1ccc2ccccc2c1	95	7	-5.0	12	2	105	6	105	1
Cc1ccc(C(C)NC(=O)C23CC4CC(CC(C4)C2)C3)cc1 (stereo not given)	124	3	2.1	4	0	90	-3	96	-5

More compounds follow:
SMILES	Yeast superoxide	MCL1-BIM inh	MEX-5 binding	VLA-4 inh	GRK2 inh	CIT2-GFP yeast	Bcl-xL primary	AGP1-GFP MLPCN	GLD-1 TGE inh
Cc1cc(-c2ccc(S(=O)(=O)N3CCN(c4ccc(F)cc4)CC3)s2)on1	105	-1	2.2	-1	0	109	4	104	0
CCOC(=O)c1ccc(S(=O)(=O)N2CCN(C(=O)c3nn(C)c(=O)c4ccccc34)CC2)cc1	113	-1	-1.2	0	4	100	4	94	-2
O=C(O)CC(NC(=O)Cc1ccc(Cl)cc1)c1ccco1 (stereo not given)	97	7	-4.4	11	0	102	6	107	4
CC(C)Oc1cccc(-c2cc(C(=O)N3CCN(c4ncccn4)CC3)c3ccccc3n2)c1	93	8	-0.1	17	2	94	6	99	4
Cc1ccc(S(=O)(=O)Nc2ccc(S(=O)(=O)N3CCCC3)cc2)cc1	111	1	-0.4	15	1	101	2	105	3
COC(=O)c1ccc(-c2nc3cc(Cl)c(N)cc3s2)cc1	118	1	-1.6	1	0	89	0	87	-3
Cc1ccc(-c2cc(C(=O)OC3CCOC3=O)c3ccccc3n2)c(C)c1 (stereo not given)	89	-2	1.0	12	2	102	2	100	5
COc1ccccc1N1CCN(C(c2cccs2)C(C)NC(=O)c2ccncc2)CC1 (stereo not given)	98	1	-0.1	-7	0	117	6	105	8
COC(=O)c1cc2n(n1)CCN(Cc1ccc(C)cc1)C2=O	101	4	0.0	-10	0	?	-5	?	1
OCCCn1c(-c2ccccc2)csc1=Nc1ccccc1	89	-6	1.5	9	8	89	-8	99	-4
COc1ccc(C(=O)OCC(=O)NC2CCCCCC2)cc1OC	131	-1	nt	-21	1	99	2	101	1
Cc1cccc(Cn2nc(-n3cccc3)c3c(C)cc(C)nc32)c1	96	9	0.3	6	4	105	9	112	4
CN(CC(=O)Nc1ccccc1C(=O)NC1CC1)Cc1ccc(Cl)s1	102	4	nt	-34	2	105	4	100	3
O=C(CCC1CCCCC1)Nc1ccc(C(=O)c2ccncc2)cc1	93	-2	0.6	5	0	95	4	97	6
Cc1ccc(C(=O)NC(=S)N2CCN(c3ccccc3F)CC2)cc1	94	-3	-0.2	-22	0	91	-1	89	-5

Entries above containing an aryl thioether with sulfur outside any ring (2):
SMILES	Yeast superoxide	MCL1-BIM inh	MEX-5 binding	VLA-4 inh	GRK2 inh	CIT2-GFP yeast	Bcl-xL primary	AGP1-GFP MLPCN	GLD-1 TGE inh
Cc1ccc(OCCSc2nnc(-c3cccs3)n2C)cc1	103	5	0.5	-11	0	84	7	91	-2
COc1ccccc1-n1nnnc1SCC(=O)Nc1ccccc1	101	8	0.6	-1	0	108	3	99	0

An excerpt from above with just Bcl-xL primary and Yeast superoxide:
SMILES | Bcl-xL primary | Yeast superoxide
Cc1ccc(-c2cc(C(=O)OC3CCOC3=O)c3ccccc3n2)c(C)c1 (stereo not given) | 2 | 89
COc1ccccc1N1CCN(C(c2cccs2)C(C)NC(=O)c2ccncc2)CC1 (stereo not given) | 6 | 98
COC(=O)c1cc2n(n1)CCN(Cc1ccc(C)cc1)C2=O | -5 | 101
OCCCn1c(-c2ccccc2)csc1=Nc1ccccc1 | -8 | 89
COc1ccc(C(=O)OCC(=O)NC2CCCCCC2)cc1OC | 2 | 131
Cc1cccc(Cn2nc(-n3cccc3)c3c(C)cc(C)nc32)c1 | 9 | 96

Further structures follow:
SMILES	Yeast superoxide	MCL1-BIM inh	MEX-5 binding	VLA-4 inh	GRK2 inh	CIT2-GFP yeast	Bcl-xL primary	AGP1-GFP MLPCN	GLD-1 TGE inh
Cc1cc(NC(=O)CCNS(=O)(=O)c2ccc3[nH]c(=O)oc3c2)ccc1Br	106	5	-1.2	1	0	112	2	113	3
c1ccc(OCCCCN2CCOCC2)cc1	110	0	2.9	7	0	95	0	nt	0
CCCOc1ccc(-c2c(C(=O)N/N=C/c3ccc(C)o3)nnn2-c2nonc2N)cc1	135	1	-0.1	-1	4	105	2	110	4
O=C(COC(=O)c1ccc(Cl)nc1)Nc1cccc(S(=O)(=O)N2CCCCC2)c1	89	-7	nt	26	1	98	-2	99	5
O=C(NC1CCCC1)C(c1cccnc1)N(C(=O)c1ccco1)c1cccc(F)c1 (stereo not given)	86	1	1.7	-17	0	102	7	107	11
CN(C)C(CNC(=O)c1cnc(Cl)c(Cl)c1)c1ccccc1 (stereo not given)	103	-8	0.2	11	1	99	2	93	5
Cc1c(NC(=O)C(Sc2ccccc2)c2ccccc2)cccc1[N+](=O)[O-] (stereo not given)	103	6	-1.9	4	0	98	5	101	2
CC(=O)Nc1ccc(S(=O)(=O)N2CCC(c3nc4ccccc4[nH]3)CC2)cc1	115	16	1.5	-1	8	98	10	nt	5
C/C(=N/OC(=O)C1CC1)c1cc(-c2ccc(Cl)cc2)no1	89	5	0.0	2	3	93	4	78	9
CCC1Oc2ccccc2N(CC(=O)NCCC2=CCCCC2)C1=O (stereo not given)	100	6	-0.1	-62	0	104	3	100	5
CCN(CC)S(=O)(=O)N1CCC(C(=O)NCc2ccc3c(c2)OCO3)CC1	89	-4	2.1	11	1	115	1	107	-1
CCN1/C(=c2/s/c(=C3/C(=O)N(c4ccccc4)N=C3C)n(CC)c2=O)C=Cc2ccccc21	101	1	-0.2	-9	4	90	2	102	5
CC1CCCC(C)N1C(=O)c1ccc(CS(=O)(=O)c2ccccc2)cc1 (stereo not given)	94	2	-1.5	3	0	92	7	98	-1
COc1cc(OC)cc(C(=O)N[C@H](C(=O)Nc2nc(-c3ccc(OC)c(OC)c3)cs2)C(C)C)c1	105	8	-1.9	0	3	93	8	99	3
O=C(O)C1=NN(c2ccccc2)C(=O)CC1	100	-2	-0.1	15	0	104	0	103	-4
C[C@H](NC(=O)c1nc[nH]c1C(=O)N[C@@H](C)c1ccccc1)C(=O)OC(C)(C)C	98	-1	-1.5	-8	0	101	1	105	4
O=C(COC(=O)c1ccccc1C(=O)c1ccc(Cl)cc1)NCCc1ccccc1	104	15	1.2	5	0	nt	8	nt	10
COC(=O)[C@H](Cc1ccccc1)NC(=O)NCC1CCCO1 (stereo not given in full)	111	-1	-0.4	-4	0	103	3	106	10
Cc1ccc(NC(=O)C2CCN(C(=O)c3ccco3)CC2)cc1	117	3	1.4	6	0	94	0	107	0
CCCCCCC(=O)N/N=C/Cc1ccccc1	98	0	1.2	-2	0	92	2	95	-6
O=C(CSc1ncccn1)N/N=C/c1cccc(OC2CSC2)c1	87	6	-1.8	36	0	93	1	99	1
CN1C(=S)SC(/[N+]([O-])=C/c2c(F)cccc2Cl)C1(C)C (stereo not given)	130	2	-0.2	4	0	88	-1	97	-5
CN1CCc2c(sc3c2C(=O)NC(c2ccccn2)N3)C1 (stereo not given)	120	66*	-51*	-5	2	84	64*	48	37*
Cc1cccc(C)c1NC(=O)CN(C)C(=O)CN1C(=O)NC(C)(C)C1=O	84	-26	nt	-20	0	108	-10	100	7
CCCCOc1c(Br)cc(/C=C2\N=C(C)OC2=O)cc1OCC	111	6	-2.7	10	0	93	4	94	5
CCc1nc2ccc(C(=O)N3CCN(c4ccccc4)CC3)cc2nc1CC	115	2	-0.1	0	0	95	4	101	1
Cc1ccccc1NC(=O)c1sc(NC(=O)COc2ccccc2)c(C#N)c1C	110	7	-3.2	-8	4	97	10	96	-5
Cc1ccc(C2=NN(C(=O)C3CCCO3)C(c3ccco3)C2)cc1 (stereo not given)	93	4	-0.5	-2	0	103	2	99	-5
CCOC(=O)C1=C(COC(=O)CNC(=O)c2cc(OC)c(OC)c(OC)c2)NC(=O)NC1C (stereo not given)	98	-2	0.1	-3	0	111	-1	112	5
O=C(Cn1c2ccc(F)cc2c2nc3n(c(=O)c21)CCS3)N1CCCC1	102	3	2.9	-4	0	106	5	95	3
